Bioassay records deposited in PubChem BioAssay by several laboratories.
Mdm2 ligase inh: MDM2-luciferase reporter signal enhancers, primary screen, MDM2 E3 ligase inhibitor project, cell-based, luminescence, 1536-well | cell-based MDM2 ubiquitination luciferase reporter, 2 h; 0 = plate control, 100 = twice control, blank-subtracted | 210,000 tested, 0.11% active | signal enhancement, % at 5 µM;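 active = signal enhancement of 30% or more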;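 note: luminescence tracks abundance of the self-degrading MDM2-luciferase fusion protein; higher signal means inhibition of MDM2 E3 ligase activity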
Target sequence (Q00987 whole entry, looked up, the tested form may be a part): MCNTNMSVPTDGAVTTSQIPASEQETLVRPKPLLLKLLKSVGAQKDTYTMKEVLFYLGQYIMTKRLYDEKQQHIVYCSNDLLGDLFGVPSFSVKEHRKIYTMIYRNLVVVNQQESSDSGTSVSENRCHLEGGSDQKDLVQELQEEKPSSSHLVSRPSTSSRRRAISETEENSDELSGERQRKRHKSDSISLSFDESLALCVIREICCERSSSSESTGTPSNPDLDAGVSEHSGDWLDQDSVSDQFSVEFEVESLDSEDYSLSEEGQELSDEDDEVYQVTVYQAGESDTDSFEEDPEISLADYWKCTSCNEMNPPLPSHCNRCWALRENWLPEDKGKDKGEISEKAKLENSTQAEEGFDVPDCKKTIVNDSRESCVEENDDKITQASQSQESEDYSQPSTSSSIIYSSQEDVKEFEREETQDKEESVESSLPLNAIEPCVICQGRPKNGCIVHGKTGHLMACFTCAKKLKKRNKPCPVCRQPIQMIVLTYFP
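Buffer or medium: Cells held in DMEM | Assay system: Stable mammalian line carrying autodegrading MDM2–luciferase fusion reporter | Quantity: 2000 cells/well | Times: 4 h settle plus 2 h compound, 37 °C | Doses: One concentration, 5 µM, with 0.2% DMSO | Technique: Luminescence with SteadyLite reagent, 15 min at room temperature | Benchmarks: Plate controls and plate blanks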
14-3-3 Bad PPI: inhibitors of 14-3-3 zeta/Bad binding, primary screen, biochemical, TR-FRET, bovine 14-3-3 zeta; inhibition, % at 21.7 µM; TR-FRET 14-3-3zeta/Dy647-pBad peptide displacement, 1 h; 220,000 tested, 0.71% active;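 active = inhibition above about 70%, limit read from the data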;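 note: 0% = full 14-3-3 plus peptide FRET controls and 100% = background without 14-3-3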
Runt-SMMHC FRET: inhibitors of RUNX1 Runt–CBFb-SMMHC binding, primary screen, biochemical, FRET, Cerulean-Runt, Venus-CBFb-SMMHC, uHTS | Cerulean-Runt/Venus-CBFb-SMMHC FRET ratio 530/480, 1 h | inhibition, % at 20 µM | 220,000 tested, 0.74% active | AID 1434, 2008;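 active = mean inhibition across duplicate retests at 20 µM reaching about 50%, limit read from the data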;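 note: 0% = DMSO wells and 100% = wells with excess untagged CBFb-SMMHC; inhibitors lower the FRET ratio by blocking Runt binding to CBFb-SMMHC; some results filed as inactive read as strong as hits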
p47phox inh: p47phox/p22phox peptide binding inhibitors, primary screen, biochemical, uHTS, NADPH oxidase regulatory subunit; 220,000 tested, 0.53% active; fluorescence polarization, 2 h; inhibition, % at 24.7 µM;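 active = inhibition above about 30%, limit read from the data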;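 note: 0% = p47phox with labelled peptide and 100% = labelled peptide alone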
Target sequence (P14598 whole entry, looked up): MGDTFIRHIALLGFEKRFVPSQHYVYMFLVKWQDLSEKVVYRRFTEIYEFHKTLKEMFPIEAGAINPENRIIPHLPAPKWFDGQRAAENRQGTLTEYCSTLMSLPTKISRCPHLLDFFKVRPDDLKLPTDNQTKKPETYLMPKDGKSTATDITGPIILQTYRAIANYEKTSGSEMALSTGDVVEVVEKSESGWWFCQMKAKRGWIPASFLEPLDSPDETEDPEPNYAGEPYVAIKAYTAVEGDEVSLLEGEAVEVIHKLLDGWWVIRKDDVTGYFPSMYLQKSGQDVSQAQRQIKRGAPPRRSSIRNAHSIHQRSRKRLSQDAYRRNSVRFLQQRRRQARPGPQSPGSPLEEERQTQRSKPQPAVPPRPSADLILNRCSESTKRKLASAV
zVAD death inh: inhibitors of zVAD-triggered necroptosis, primary screen, L929 cells; L929 zVAD necroptosis rescue, ATP luminescence, 24 h; with zVAD 60 µM; viability rescue, % at 10 µM; 220,000 tested, 0.38% active; AID 1377, 2008;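 active = activation, scaled between plate controls, above about 75%, limit read from the data; inactive = activation under that limit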;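 note: 0% = zVAD with DMSO and 100% = DMSO alone without zVAD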
Tb hexokinase: Trypanosoma brucei hexokinase 1 inhibitors, primary screen, biochemical, G6PDH-coupled NADH absorbance, MLSCN library; hexokinase 1 [Trypanosoma brucei]; recombinant TbHK1, G6PDH-coupled NADH A340; inhibition, % at 10 µM; 220,000 tested, 0.11% active; AID 1430, 2008;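 active = inhibition of 50% or more in the single-dose primary screen; inactive = inhibition below 50%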
Runt-CBFb FRET: inhibitors of RUNX1 Runt–CBFb binding, primary screen, biochemical, FRET, Cerulean-Runt, Venus-CBFb, uHTS. Runt-related transcription factor 1 (Homo sapiens) + Core-binding factor subunit beta …. Cerulean-Runt/Venus-CBFb FRET ratio 530/480, 1 h. inhibition, % at 20 µM. 220,000 tested, 0.46% active;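 active = inhibition over about 50% at 20 µM in the single-dose screen, limit read from the data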;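 note: 0% = DMSO wells and 100% = excess unlabeled CBFb competitor control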
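Reagent – Venus-CBFb binding partner, 100 nM · Assay system – Cerulean-tagged RUNX1 Runt domain (FRET donor) fusion protein · Input – 100 nM per protein · Incubation – two 1 h room-temperature incubations shielded from light · Measured by – FRET fluorescence · Medium – Tris buffer pH 7.5 with salts and BSA · Benchmarks – unlabeled CBFb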
Hck Nef HTS: inhibitors of Nef-activated human Hck kinase, primary screen, biochemical, Z-Lyte FRET, 384-well, Hck-YEEI | Tyrosine-protein kinase HCK (Homo sapiens), P08631 | Recombinant Hck-YEEI plus Nef, Z-Lyte FRET kinase assay | inhibition, % at 20 µM | 220,000 tested, 0.68% active | AID 463187, 2010;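 active = Hck-Nef kinase inhibition above about 50%, limit read from the data; inactive = inhibition below that limit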;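 note: 0% = DMSO with Hck plus Nef and 100% = Hck alone without Nef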
EBV gp42 block: Epstein-Barr virus gp42 inhibitors, primary screen, biochemical, uHTS, fluorescence polarization | Glycoprotein 42 (Epstein-Barr virus (strain AG876)), Q1HVG2 | Fluorescence polarization binding assay, mP read-out | inhibition, % (tested at 21.74 µM) | 220,000 tested, 0.42% active | AID 1085, 2008; in the data active = inhibition above about 50%
Target sequence (Q1HVG2 whole entry, looked up): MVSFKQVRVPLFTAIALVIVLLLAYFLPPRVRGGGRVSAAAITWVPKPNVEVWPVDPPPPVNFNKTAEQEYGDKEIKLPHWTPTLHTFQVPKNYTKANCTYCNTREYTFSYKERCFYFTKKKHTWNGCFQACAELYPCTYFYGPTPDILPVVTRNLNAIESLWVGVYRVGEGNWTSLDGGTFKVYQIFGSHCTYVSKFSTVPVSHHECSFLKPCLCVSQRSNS
* marks the source's active call; other numbers are inactive results; · = not tested or not shown; [ ] = remark or other dose.

Values run as follows: Mdm2 ligase inh	14-3-3 Bad PPI	Runt-SMMHC FRET	p47phox inh	zVAD death inh	Tb hexokinase	Runt-CBFb FRET	Hck Nef HTS	EBV gp42 block
1. O=C1c2ccccc2C(=O)N1CNc1ccccc1
  3	-12	0	-18	0.1	-6	-2	1	-19
2. COc1cc(NC2c3ncccc3C(=O)N2Cc2ccco2)cc(OC)c1 (stereo not given)
  -13	82*	2	-2	0.6	1	2	4	-12
3. CC(C)Oc1ccc(C(=O)Nc2ccc(Cl)c(S(=O)(=O)Nc3ccc(Cl)cc3)c2)cc1
  -4	3	8	-20	1.0	19	1	0	-12
4. COc1ccc2cc(CCN3C(=O)c4ccccc4C3=O)c(=O)[nH]c2c1
  ·	-4	-1	5	·	0	-1	-4	-7
5. CC(C)COC(=O)c1nnsc1NC(=O)Nc1ccccc1
  3	10[fluorescence artefact?]	1	-26	-0.4	12	1	2	-25
6. Clc1cccc(Cl)c1NC1=NCCC1
  -13	-5	4	-14	1.2	-1	1	2	-12
7. CNc1nn(-c2cccc(Cl)c2)nc1N
  -14	-5	-4	-61	-0.3	-32	5	-3	-6
8. CC(=O)NC1=NN(C(C)=O)C(C)(c2cccnc2)S1 (stereo not given)
  -8	-8	-5	-8	2.7	-4	4	24	-11
9. CC(=O)N(C(C)=O)c1cccc2c(N(C(C)=O)C(C)=O)cccc12
  -12	-14[fluorescence artefact?]	-3	-23	0.9	-3	-1	0	-1
10. COc1ccc(OC)c2c(=O)cc(C(=O)O)[nH]c12
  -7	14	1	3	0.3	-13	0	-12	-12
11. CCOC(=O)c1c(C)oc2ccc(OC(=O)c3cccs3)cc12
  -1	0	-1	-6	·	-2	-5	-5	-4
12. CC(=O)c1ccc2c(c1)Nc1ccccc1S2
  -11	4[fluorescence artefact?]	-7	8	3.4	0	-2	2	4
13. O=C(Nc1ccccc1F)NC1CCCc2ccccc21 (stereo not given)
  -14	0	-2	-5	9.9	-6	1	8	-12
14. CCCCCCCN=C(C)c1ccccc1O
  -1	2	0	-8	1.2	-2	0	14	-11
15. CN1CCN(c2ccc(NC(=O)Cc3ccccc3)cc2)CC1
  -8	-10	-3	2	-0.7	3	0	7	-6
16. O=C(C[n+]1cc(-c2ccc(F)cc2)n2c1CCC2)Nc1nc(-c2ccccc2)cs1
  -9	1[fluorescence artefact?]	5	-6	0.4	11	0	7	-2
17. COc1ccccc1N1CCN(C2CCN(C3CCC(c4ccccc4)CC3)CC2)CC1 (stereo not given)
  -4	19	-1	2	0.3	-22	1	-2	2
18. Cc1cc(/C=C2/NC(=O)NC2=O)c(C)n1-c1ccccn1
  3	-12	2	-10	0.2	-29	0	11	-8
19. CCn1nc(NC(=O)Cc2ccc(OC)cc2)c2cc3cc(C)ccc3nc21
  -10	18	39	-29	0.6	-1	22	-6	-4
20. COc1ccc2c(c1)c(C(=O)N/N=C/c1ccccc1Cl)c(C)n2C
  -34	-1	0	-1	1.2	-25	1	26	-5
21. COc1cc2c(cc1OC)-c1cc(NC3CCCCC3)nc(=O)n1CC2
  -5	66	1	-14	2.2	-27	0	1	-2
22. O=C(/C=C/c1ccccc1)NCCC1=CCCCC1
  0	-5	1	-13	1.9	-1	-2	2	-1
23. CCn1ncc(Cl)c1C(=O)Nc1ccncc1
  -9	13	-4	-8	-0.3	5	0	-9	-18
24. N#CC1=C2SCCN2C(=O)C(C#N)C12CCCCC2 (stereo not given)
  -5	-3	-3	-12	0.6	0	56*	2	1
25. COc1ccc2c(c1OC)C(=O)N(C(C)C(=O)O)C2=O (stereo not given)
  -11	0	0	-1	-0.2	-8	-1	1	-13
26. O=C(CSc1nnc(-c2cccnc2)n1Cc1ccco1)N1c2ccccc2Sc2ccccc21
  5	-3	34	2	0.8	-2	40	-1	-2
27. O=C(Nc1ncc2c(n1)CC(c1ccco1)CC2=O)c1ccco1 (stereo not given)
  ·	10	-6	2	0.4	-4	11	14	-16
28. COc1cccc(CNC(=O)CN(C)S(=O)(=O)c2cnc[nH]2)c1
  -19	6	0	-9	-0.1	-1	-3	3	-25
29. CCc1ccnc(NS(=O)(=O)c2ccc3c(c2)CCO3)c1
  -14	-2	-2	-11	0.3	6	3	12	-6
30. O=C(NC1=NCCS1)c1cc(-c2ccc(F)cc2)nc2ccccc12
  -3	13	2	-21	0.7	-9	0	7	-18

Random excerpt: five entries already listed, in no set order.
Values run as follows: Mdm2 ligase inh	14-3-3 Bad PPI	Runt-SMMHC FRET	p47phox inh	zVAD death inh	Tb hexokinase	Runt-CBFb FRET	Hck Nef HTS	EBV gp42 block
26. O=C(CSc1nnc(-c2cccnc2)n1Cc1ccco1)N1c2ccccc2Sc2ccccc21
  5	-3	34	2	0.8	-2	40	-1	-2
7. CNc1nn(-c2cccc(Cl)c2)nc1N
  -14	-5	-4	-61	-0.3	-32	5	-3	-6
11. CCOC(=O)c1c(C)oc2ccc(OC(=O)c3cccs3)cc12
  -1	0	-1	-6	·	-2	-5	-5	-4
17. COc1ccccc1N1CCN(C2CCN(C3CCC(c4ccccc4)CC3)CC2)CC1 (stereo not given)
  -4	19	-1	2	0.3	-22	1	-2	2
3. CC(C)Oc1ccc(C(=O)Nc2ccc(Cl)c(S(=O)(=O)Nc3ccc(Cl)cc3)c2)cc1
  -4	3	8	-20	1.0	19	1	0	-12

The list goes on.
Values run as follows: Mdm2 ligase inh	14-3-3 Bad PPI	Runt-SMMHC FRET	p47phox inh	zVAD death inh	Tb hexokinase	Runt-CBFb FRET	Hck Nef HTS	EBV gp42 block
31. COc1ccc(CN(C(=O)c2cc3ccccc3oc2=O)C2CCCC2)cc1
  0	5	-2	-3	-0.7	-6	-2	8	-20
32. COc1ccc2c(=O)c3c(=O)n(-c4ccccc4)c(-c4ccco4)nc3oc2c1
  2	1[fluorescence artefact?]	-2	-61	0.1	-6	-1	1	8
33. CC(C)(C)c1nnc(NC(=S)Nc2ccccc2)s1
  -7	-12	-4	3	-1.0	-20	7	26	-16
34. O=C(O)c1cnn(-c2ccccc2)c1-c1ccccc1
  9	11	-5	-13	0.8	-4	0	-2	-15
35. Cc1noc(C)c1CSc1nnc(-c2cc(Cl)ccc2Cl)n1N
  -11	-3	1	-28	-0.1	0	0	6	-7
36. COc1ccc(CNC(=O)CN2C(=O)CC(c3ccccc3)=Nc3ccccc32)cc1
  0	-9	0	-5	2.4	-15	1	18	-9
37. c1ccc(Cn2nnc3c(Nc4ccc5c(c4)OCO5)nc(C4CC4)nc32)cc1
  5	5	-5	-1	3.8	-3	-1	4	0
38. Cc1cc(C)nc(SCc2nnc(SCc3ccc([N+](=O)[O-])cc3)n2Cc2ccco2)n1
  1	2	6	4	-0.4	-2	-2	3	15
39. Cc1cc(C)cc(-n2c(SCC(=O)NCc3ccc4c(c3)OCO4)nc3ccccc3c2=O)c1
  -6	2	2	-21	0.3	5	2	-2	-17
40. CCn1c(SCc2ccc(C)cc2)nnc1-c1cnccn1
  -2	-1	1	-7	-0.1	11	0	1	-12
41. N=c1ccn(Cc2cccc(Cl)c2)cc1
  -9	-2	2	-5	-0.5	2	-2	1	-17
42. CN1CCN(c2nc(NCc3ccco3)nc(N)c2[N+](=O)[O-])CC1
  -16	-1	1	-3	0.3	-36	1	18	-7
43. CCOc1ccc(N(CC(=O)NC(C)CC)S(C)(=O)=O)cc1 (stereo not given)
  6	-2	-12	-7	0.5	-11	1	-2	2
44. O=C(NCc1ccco1)c1ccc(CNc2c(N3CCCCC3)c(=O)c2=O)cc1
  ·	-1	3	-6	·	-5	-1	0	-5
45. CCCc1cc(C(=O)Cc2nc3ccccc3s2)c(O)cc1O
  -16	1	-21	-36	0.3	-19	·	10	0
46. Cc1ccccc1N1CCN(C(=O)CN2C(=O)c3ccccc3C2=O)CC1
  -20	0[fluorescence artefact?]	-3	-4	3.9	-2	2	2	-8
47. COc1cccc(-c2nc3cc(C)ccc3o2)c1
  -57	-1	-4	-18	0.2	-6	-3	3	-4
48. CN(CCO)c1ccc(-c2nn(C)c(=O)c3ccccc23)cc1[N+](=O)[O-]
  -9	-6	1	0	2.5	-9	-1	13	-14
49. CC(C)Sc1nc(N2CCOCC2)c2c(c1C#N)CC(C)(C)SC2
  -3	-2	-2	-2	1.1	-5	-2	-8	-9
50. CCCCC(=O)Nc1ccccc1Oc1ccccc1
  -10	-5	2	2	0.5	1	-1	16	-7
51. COC(=O)Nc1ccc2c(c1)OCO2
  9	-10[fluorescence artefact?]	1	-3	-0.1	3	-2	6	-9
52. CCOC(=O)c1[nH]cnc1C(=O)Nc1ccc(Cl)cc1
  -5	-7	6	4	52	-9	-1	24	-4
53. Cc1ccc(CN2CCc3[nH]c(=O)[nH]c(=O)c3C2)cc1
  -22	5	0	-1	-1.4	1	-2	26	-6
54. COc1cccc(N2CCN(C3CC(=O)N(c4ccc(F)c(Cl)c4)C3=O)CC2)c1 (stereo not given)
  -18	10[fluorescence artefact?]	5	-13	0.2	-2	4	-1	0
55. CCOc1ccc(NC(=O)NNC(=O)c2ccc(CC)s2)cc1
  5	-6	-6	2	1.7	2	4	16	-13
56. COc1ccccc1NS(=O)(=O)c1cc(NC(=O)c2cc[n+]([O-])cc2)ccc1N1CCCC1
  -3	2	-10	-4	-1.6	-14	-1	32	-10
57. COc1cc(NC(=O)c2cccnc2SC)cc(OC)c1
  -10	0	0	-2	3.6	-3	1	-4	4
58. O=C(COC(=O)CCOc1ccccc1)NCc1ccco1
  -7	2	-2	-8	0.5	11	2	2	7
59. O=C(NC(=S)Nc1nc(-c2ccc(Br)cc2)cs1)c1ccco1
  0	-13	4	-80	0.4	-8	3	26	-10
60. O=C(CS(=O)CC(=O)N(CC(=O)NC1CCCC1)C1CCCC1)Nc1ccc(F)cc1 (stereo not given)
  8	6	-1	-3	-0.2	-3	-3	-1	-31
61. COc1ccccc1N1C(=O)C=C(Sc2nc(C)cc(C)n2)C1=O
  -10	11	68*	18	-0.8	2	60*	-172	-24
62. O=C(Cc1csc(Nc2nc(=S)[nH]c3ccccc23)n1)N1CCN(c2cccc(Cl)c2)CC1
  -12	4	-26	-17	-1.3	6	-13	21	-10
63. CCCCN1CC(O)=C(c2nc(-c3ccc(Br)cc3)cs2)C1=N
  7	41	-5	11	2.3	-11	-1	9	-8
64. CCc1cc(C(=O)N2CCCC(CCC(=O)NCc3cccc(OC)c3)C2)no1 (stereo not given)
  -5	-8	-1	-5	-1.5	-3	-2	8	-8

Rows are unselected, and some 3.2% of all compounds hit somewhere here.
